Source: PubChem BioAssay
TbPYK inhibitor: qHTS of Trypanosoma Brucei Inhibitors; TbPYK enzyme, Kinase-Glo Plus ATP luminescence, 45 min; 410,000 tested, 0.12% active; Potency, µM (doses to about 76.8 µM), for inactives: top-dose activity, negative = inhibition, usual class: inhibitors; pyruvate kinase (Trypanosoma brucei), Q57TT1; AID 624173, 2012; note: potency is the fitted concentration of half-maximal effect; % is set by controls: 0 for no effect and ±100 for the full control effect; nearly all actives have a fitted effect of over 50% in size
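Screened from lowest to highest concentration, compounds were pinned into TbPYK/substrate mixtures, and ADP (130 uM final) was added. Plates sat at room temperature for 45 min prior to Kinase-Glo Plus detection by luminescence.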
HCV inhibitor: qHTS Assay for Inhibitors of Hepatitis C Virus (HCV); Huh7.5.1 HCVcc-Cre infection, luciferase reporter, 44 h; Potency, µM (doses to about 41.8 µM), inactives show top-dose activity change, negative = inhibition, hits mostly inhibitors; 340,000 tested, 3.4% active; note: potency is the fitted concentration of half-maximal effect; % is set by controls: 0 for no effect and ±100 for the full control effect
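HCVcc-Cre virus at an moi near 0.5 was added right after compound to cells cultured 4 h from seeding (1,000 cells/well). Luciferase activity was determined 44 h later, 15 min after substrate addition at RT.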
Pf growth 48h: Primary qHTS for delayed death inhibitors of the malarial parasite plastid, 48 hour incubation. P. falciparum luciferase growth in erythrocytes, 48 h. Potency, µM (doses to about 28.7 µM), for the others: at the top dose activity change, negative = inhibition, most hits filed as inhibitors. 310,000 tested, 5.9% active; note: potency is the fitted concentration of half-maximal effect; % is set by controls: 0 for no effect and ±100 for the full control effect
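Cell-based growth assay: transgenic P. falciparum expressing firefly luciferase, cultured in red cells within RPMI 1640 containing 0.5% w/v Albumax, 24 mM bicarbonate and gentamycin. A drop in luciferase activity indicates inhibition.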
Pf growth 96h: Primary qHTS for delayed death inhibitors of the malarial parasite plastid, 96 hour incubation. Potency, µM (top dose mostly 28.7 µM), without a hit: at the highest dose activity change, negative = inhibition, hits mostly inhibitors. 320,000 tested, 6.9% active. AID 504834, 2011. P. falciparum luciferase reporter growth, 96 h; note: potency is the fitted concentration of half-maximal effect; % is set by controls: 0 for no effect and ±100 for the full control effect
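Compounds incubated with erythrocytes infected by luciferase-expressing P. falciparum (2% hematocrit, 0.05% parasitemia final) for 96 hours, 37 C in 5% CO2. Growth inhibition scored as decreased luciferase luminescence.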
LmPK inhibitor: qHTS Assay for Inhibitors of Leishmania Mexicana Pyruvate Kinase (LmPK); Q27686; purified LmPK, Kinase-Glo ATP luminescence, 1 h; AID 1721, 2009; 290,000 tested, 0.37% active; Potency, µM (highest dose often 57.5 µM), without a hit: at the highest dose activity change, negative = inhibition, hits mostly inhibitors; note: potency is the fitted concentration of half-maximal effect; % is set by controls: 0 for no effect and ±100 for the full control effect
Target sequence (Q27686 whole entry, looked up): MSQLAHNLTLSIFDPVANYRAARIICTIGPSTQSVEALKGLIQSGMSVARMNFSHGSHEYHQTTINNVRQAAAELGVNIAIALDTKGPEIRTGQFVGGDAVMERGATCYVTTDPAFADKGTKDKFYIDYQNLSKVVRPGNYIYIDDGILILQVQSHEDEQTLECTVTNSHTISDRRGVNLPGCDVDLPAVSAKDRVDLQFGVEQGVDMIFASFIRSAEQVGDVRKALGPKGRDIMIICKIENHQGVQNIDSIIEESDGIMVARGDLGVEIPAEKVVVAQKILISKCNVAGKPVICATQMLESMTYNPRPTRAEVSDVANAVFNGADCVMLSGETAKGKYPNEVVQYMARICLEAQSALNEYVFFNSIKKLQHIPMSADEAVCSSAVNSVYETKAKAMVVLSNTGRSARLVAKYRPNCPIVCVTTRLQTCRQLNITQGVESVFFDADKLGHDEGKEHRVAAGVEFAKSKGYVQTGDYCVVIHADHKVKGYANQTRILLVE
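Purified LmPK (0.1 nM) with 0.5 mM PEP and 0.1 mM ADP in imidazole buffer pH 7.2 with MgCl2/KCl, 1 h at room temperature. ATP formed was read by luciferase luminescence and normalized to no-enzyme and uninhibited controls.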
CHX counter: Cycloheximide Counterscreen for Small Molecule Inhibitors of Shiga Toxin | cell reporter, cycloheximide protein synthesis inhibition counterscreen | max response, % | 300,000 tested, 12% active; in the data active = max response mostly above about 13%, no sharp cut-off; inactive = mostly below about 14%; note: read at 38.3 µM for the half of the compounds with a filed dose; 0% is about no effect
Shiga inhibitor: A qHTS for Small Molecule Inhibitors of Shiga Toxin. Vero cells, Shiga toxin protein synthesis inhibition reporter. inhibition, % at 38.7 µM. 290,000 tested, 9.2% active; in the data active = inhibition mostly above about 28%, no sharp cut-off; inactive = mostly below about 43%; note: 0% is about no effect
Active calls of the source: *; ? = inconclusive; · = no result given; & = joins results of further samples; [ ] = remark or other dose. Unless noted, calls come from the whole dose curve; as a rule, active = well fitted curve in the direction sought with a large enough effect; inconclusive = small, poorly fitted or top-dose-only effect, or another doubt; inactive = no such curve, though single readings can be large; an effect the other way counts as inactive or inconclusive. An unsorted share of the library; about 24% have a hit in one of these screens.

SMILES	TbPYK inhibitor	HCV inhibitor	Pf growth 48h	Pf growth 96h	LmPK inhibitor	CHX counter	Shiga inhibitor
Cc1ccccc1OCc1nc2ccccc2c(=O)n1/N=C/c1cn[nH]c1-c1ccc(Br)cc1	6%	11%	?	5.2µM*	4%	13*	23
Cc1cc(C(=O)N/N=C/C=C/c2cccc([N+](=O)[O-])c2)n[nH]1	2%	-14%	-8%	154%[activator]	0%	7	-10
S=C(NC1CCCCC1)N1CCOCCOCCN(C(=S)NC2CCCCC2)CCOCCOCC1	-10%	-17%	?	10µM*	2%	-3	-5
Cc1ccc(S(=O)(=O)CCC(=O)O)cc1C	-6%	22%	22%	12%	-1%	-2	-8
Cc1ccc(C(=O)Nc2nnc(CC(=O)N/N=C/c3ccncc3)s2)cc1	-5%	11%	183%[activator]	?	10%	30*	57*
Nc1nc(Nc2cccc(C(F)(F)F)c2)nc(C(F)(F)F)n1	4%	-26%	?	-11%	-1%	1	16
CCc1cccc(N(C(=O)c2csnn2)C(C(=O)NC2CCCCC2)c2ccncc2)c1 (configuration not stated)	3%	6%	0%	12%	6%	1	-7
COc1ccc(NC(=O)CSc2nnc(C3CC3)n2-c2ccccc2)cc1	-2%	-3%	?	?	1%	17	11
O=C(O)c1ccc(S(=O)(=O)N2CCSCC2)cc1	-6%	20%	1%	?	0%	-3	11
c1ccc(-n2nnnc2Cc2nnnn2-c2ccccc2)cc1	6%	15%	?	7%	2%	-2	-6
CCOC(=O)c1nc(C)nc(Sc2n[nH]c(-c3ccc(C(C)(C)C)cc3)n2)c1C	-1%	-28%	?	83%[activator]	7%	8	13
COc1ccc(NC(=O)c2ccccc2-c2ccccc2C(=O)O)cc1	0%	23%	·	7%	1%	-1	-5
Clc1ccccc1CN1CCN(/N=C/C=C/c2ccco2)CC1	-7%	-8%	-3%	25%	4%	26*	58*
N#Cc1ccccc1Cn1c(=O)n(Cc2ccc(C(=O)NCc3ccco3)cc2)c(=O)c2ccccc21	-3%	-5%&-24%	2.9µM*	81%[activator]	1%	-1	-1
CC(OC(=O)C1CC(=O)N(Cc2ccccc2)C1)C(=O)Nc1ccccc1[N+](=O)[O-] (configuration not stated)	3%	4%	2%	50%[activator]	·	·	·
O=[N+]([O-])c1ccc(N(CCO)Cc2ccccc2)c([N+](=O)[O-])c1	-1%	-9%	4.7µM*	?	0%	-2	7
CCOC(=O)C1(Cc2ccccc2C(F)(F)F)CCN(C2CCC2)CC1	3%	8%	?	?	3%	-3	-3
Cc1cc(OCC(=O)Nc2ccc(CCO)cc2)c2c(C)c(C)c(=O)oc2c1	-3%	?	-2%	1%	0%	15	9
COc1ccc(-c2nnc(S/C(=C/c3ccc(Cl)cc3)C(=O)O)o2)cc1	-4%	-15%	5%	?	2%	-2	24
O=C(COc1ccc2oc3c(c2c1)CCCC3)Nc1ccccn1	0%	-1%&-15%	180%[activator]	·	-5%	29*	57*
Fc1ccc(NCc2cn3ccccc3n2)cc1	6%	-1%	20%	53%[activator]	11µM*	53*	77*
O=C1OC(c2ccc(F)cc2)=N/C1=C\c1ccc(Br)o1	3%	-21%	17%	65%	3%	11	10
CCOC(=O)N1CCN(Cc2nc(N)nc(Nc3ccc(OCC)cc3)n2)CC1	1%	3%	?	?	-1%	-8	43
CC(C)CN(C(=O)CSc1nncn1C)C1CCS(=O)(=O)C1 (configuration not stated)	-2%	6%	15%	45%[activator]	·	·	·
COCC(=O)Nc1nnc(-c2cccs2)s1	-13%	17%	37%[activator]	-2%[5.75 µM]	-10%	35	50
Other records follow.
SMILES	TbPYK inhibitor	HCV inhibitor	Pf growth 48h	Pf growth 96h	LmPK inhibitor	CHX counter	Shiga inhibitor
COC(=O)C(Cc1ccc(O)cc1)NC(=O)NC12CC3CC(CC(C3)C1)C2 (configuration not stated)	4%	2%	-26%	-20%	-1%	-1	-5
Cc1c(Nc2nc(C(F)(F)F)nc3ccccc23)c(=O)n(-c2ccccc2)n1C	3%	3%	-3%	?	0%	0	-14
COCCN1C(=O)N[C@@H](c2ccccc2)[C@H](C(C)=O)[C@H]1C	-2%	-7%	·	·	-2%[11.5 µM]	·	·
Cc1cc(C)c(S(=O)(=O)N2CCOC2CNC(=O)C(=O)NCCN(C)C)c(C)c1 (configuration not stated)	-3%	24%	24%	15%	-10%	5	-19
COCCCn1c(=N)c(C(=O)NCc2ccc3c(c2)OCO3)cc2c(=O)n3ccccc3nc21	3%	-21%	?	-11%	-6%	-5	-2
Cc1c(C(=O)O)c2cc(O)ccc2n1-c1ccccc1	-11%	-8%	0%	8%	5%	1	18
COc1cccc(OC)c1C(=O)NCCOc1cc(C)cc(C)c1	1%	13%	-14%	·	-4%	-2	-10
N/C(=N\OC(=O)c1cc(Cl)ccc1Cl)c1ccncc1	0%	10%	?	?	-2%	27*	74*
CN1CCN(NC(=O)CN2C(=O)/C(=C/c3c(Cl)cccc3Cl)SC2=S)CC1	1%	11%	33%[activator]	0%	2%	2	-9
Cc1cccc(NC(=O)Cc2c(F)cccc2Cl)n1	-5%	-3%	89%[activator]	?	-1%	28*	112*
Cc1ccc(S(=O)(=O)N2CCC(=O)N(CCOCc3cccc(Cl)c3)CC2)cc1	6%	7%[8.37 µM]	-1%	?	1%	-4	-14
Cc1ccc(-n2ncc3c(Nc4c(C)n(C)n(-c5ccccc5)c4=O)ncnc32)c(C)c1	-2%	8%	3%	17%	-6%	4	-2
CCN(CC)c1nc2c(s1)C(=O)CC(C)(C)C2	-1%	-25%	·	2%	7%	12	31
COc1c2c(cc3c1C(CC(O)Cc1ccccc1)N(C)CC3)OCO2 (configuration not stated)	1%	5%	?	?	3%	-3	-8
Cc1ccccc1OCC(=O)OC(C)C(=O)NC1CCCC1 (configuration not stated)	-1%	19%	-5%	-7%	·	·	·
CC1=NN(C(=O)c2ccc(Cn3nc(C)cc3C)o2)C(O)(C(F)(F)F)C1 (configuration not stated)	4%	12%	·	14%	0%	-2	9
CC(=O)N/N=C(\C)CC(=O)Nc1cccc2c1CCCC2	4%	-1%	33%[activator]	19%	-11%	-2	-5
CCNc1nc(NCC)nc(SCCOC(=O)COc2ccc(Cl)cc2Cl)n1	2%	15%	-3%	·	1%	-7	-13
CCOC(=O)N1CCN(C(c2ccc(Cl)cc2)c2sc3nc(C)nn3c2O)CC1 (configuration not stated)	-5%	1%	?	-1%	3%	-4	-8
COc1cccc(Nc2nc(-c3cccs3)nc3ccccc23)c1	-3%	?	29%	-72%	3%	3	10
Cc1cccc(C)c1NC(=O)CN1CCN(C(=O)C2CCC2)CC1	-5%	7%	30%	1%	·	·	·
COc1ccc(NC(=O)N(C2CCCCC2)C(C)c2ccco2)c(OC)c1 (configuration not stated)	1%	?	-6%	0%[5.75 µM]	0%	-4	-2
CC1c2ccccc2N(NC(=O)Cc2ccccc2)C1C (configuration not stated)	-25%	9%	-10%	-1%	-3%	4	-3
CCc1ccc(N(C(=O)c2csnn2)C(C(=O)NC2CCCCC2)c2ccncc2)cc1 (configuration not stated)	-2%	18%	-1%	?	-6%	9	33
Cc1ccccc1NC(=O)CN1C(=O)S/C(=C\c2ccc(-c3cccc(C(=O)O)c3C)o2)C1=O	-12%	12%	52%[activator]	?	0%	7	0
(more compounds)
SMILES	TbPYK inhibitor	HCV inhibitor	Pf growth 48h	Pf growth 96h	LmPK inhibitor	CHX counter	Shiga inhibitor
CC1(C)CC(=O)C(C=NCCN2CCN(C(=S)Nc3ccccc3)CC2)=C(O)C1	-6%	-4%	-9%	50%[activator]	-6%	-1	-3
CCN(CC)C(=O)Cn1cnc2sc(C(=O)NCCCN3CCOCC3)c(C)c2c1=O	13%	9%	37%	34%[activator]	1%	-4	14
CCN(CC)C(=O)c1cc(-c2ccccc2OC)on1	7%	2%	76%[activator]	-36%	-3%	37*	54*
O=S(=O)(c1cccs1)N1CCCc2cccc(O)c21	-5%	-24%	·	69%[activator]	2%	54*	80*
CCOC(=O)c1ccc(S(=O)(=O)N2CCC(C(=O)OCC)CC2)cc1	-4%	?	?	1%	0%	-3	-15
Cc1cc(C)c(C#N)c(N2CCOCC2)n1	2%	8%	15%	?	3%	3	7
O=S(=O)(c1ccc(S(=O)(=O)N2CCN(Cc3ccccc3)CC2)cc1)N1CCOCC1	·	·	-10%	?	7%	-1	-8
COc1ccccc1-c1ccc(=O)n(CC(=O)NCc2ccco2)n1	0%	-12%	38%[activator]	?	-2%	9	18
CCn1nc(C)c(C(=O)Nc2cc(Oc3cc(C)cc(C)c3)cc([N+](=O)[O-])c2)c1C	1%	?	?	12µM*	0%	-1	-19
CS(=O)(=O)N1N=C(c2cccs2)CC1c1ccc(Cl)o1 (configuration not stated)	5%	-21%	36%[activator]	35%[activator]	-11%	36*	66*
CCn1cc([N+](=O)[O-])c(C(=O)N2CCOCC2)n1	3%	5%	2%	-11%	3%	-2	4
COc1ccc(Cl)cc1NC(=O)CN1CCN(S(=O)(=O)N2CCC(C)CC2)CC1	6%	?	-26%	21%	-2%	2	-4
COc1ccc(N2C(=O)C3CC=C(Cl)CC3C2=O)cc1 (configuration not stated)	-15%	17%	15%	·	1%	-3	-23
CCOC(=O)c1cc(NCc2cccs2)ccc1N1CCOCC1	-13%	?	-10%	1.5µM*	5%	1	-10
Cc1nc2cc(Cl)ccc2c(=O)n1Cc1ccncc1	-1%	13%	·	13%	-5%	-2	-12
C=CCn1c(SCC(=O)Nc2cc3oc4ccccc4c3cc2OC)nnc1-c1cnccn1	6%	13µM*	9.3µM*	-15%	6%	-2	-4
COc1ccc(C2C3C=CCC(c4cccc(-c5ccc(C)cc5)c4)C3C(=O)N2Cc2ccccc2)cc1Cl (configuration not stated)	-3%	12%	12µM*	?	2%	-8&-3	-5&-8
CCn1c2ccccc2c2cc(NC(=O)c3ccc(Br)o3)ccc21	-15%	?	·	·	-25%	-1	17
Cn1c(=O)[nH]c(=O)c2c1nc(SCCCO)n2CCCc1ccccc1	-7%	-8%	0%	96%[activator]	-3%	-5	-15
Cc1cccc(N2C(=O)N3[C@H](c4ccc(Br)cc4)[C@@H]4C(=O)N(C(C)(C)C)C(=O)[C@@H]4[C@]3(C)C2=O)c1	7%	11%	?	?	0%	-1	-5

Reformatted with values under each structure: five of the compounds above.
The line under a structure holds: TbPYK inhibitor | HCV inhibitor | Pf growth 48h | Pf growth 96h | LmPK inhibitor | CHX counter | Shiga inhibitor
COc1ccc(N2C(=O)C3CC=C(Cl)CC3C2=O)cc1 (configuration not stated)
  -15% | 17% | 15% | · | 1% | -3 | -23
CCOC(=O)c1cc(NCc2cccs2)ccc1N1CCOCC1
  -13% | ? | -10% | 1.5µM* | 5% | 1 | -10
Cc1nc2cc(Cl)ccc2c(=O)n1Cc1ccncc1
  -1% | 13% | · | 13% | -5% | -2 | -12
C=CCn1c(SCC(=O)Nc2cc3oc4ccccc4c3cc2OC)nnc1-c1cnccn1
  6% | 13µM* | 9.3µM* | -15% | 6% | -2 | -4
COc1ccc(C2C3C=CCC(c4cccc(-c5ccc(C)cc5)c4)C3C(=O)N2Cc2ccccc2)cc1Cl (configuration not stated)
  -3% | 12% | 12µM* | ? | 2% | -8&-3 | -5&-8
